Compound activity deposited in PubChem BioAssay by National Center for Advancing Translational Sciences (NCATS).
TDP1 cell CPT – DT40-hTDP1 cell growth loss with CPT; chicken DT40 Tdp1-/-;hTDP1 cells + 20 nM CPT, ATP luminescence, 48 h; AID 686979; actives 12% (n = 420,000); Potency, µM (series often up to 46.2 µM), for inactives: at the highest dose activity change, negative = growth inhibition, usual class: inhibitors; further: nearly all actives have a fitted effect of over 55% in size
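Chicken DT40 Tdp1-/- cells complemented with human TDP1, 400 cells/well, exposed to compounds plus 20 nM camptothecin for at least 48 h at 37 C; viability read as ATP content by CellTiter-Glo luminescence.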
KAT2A inh – blocks human GCN5L2 histone acetyltransferase; Q92830; actives 0.21% (n = 390,000); Potency, µM (doses to about 58.9 µM), without a hit: top-dose activity change, negative = inhibition, actives largely listed as inhibitors; GCN5L2 HAT assay, ThioGlo1 CoA-SH fluorescence; AID 504327
Target sequence (Q92830 whole entry, looked up): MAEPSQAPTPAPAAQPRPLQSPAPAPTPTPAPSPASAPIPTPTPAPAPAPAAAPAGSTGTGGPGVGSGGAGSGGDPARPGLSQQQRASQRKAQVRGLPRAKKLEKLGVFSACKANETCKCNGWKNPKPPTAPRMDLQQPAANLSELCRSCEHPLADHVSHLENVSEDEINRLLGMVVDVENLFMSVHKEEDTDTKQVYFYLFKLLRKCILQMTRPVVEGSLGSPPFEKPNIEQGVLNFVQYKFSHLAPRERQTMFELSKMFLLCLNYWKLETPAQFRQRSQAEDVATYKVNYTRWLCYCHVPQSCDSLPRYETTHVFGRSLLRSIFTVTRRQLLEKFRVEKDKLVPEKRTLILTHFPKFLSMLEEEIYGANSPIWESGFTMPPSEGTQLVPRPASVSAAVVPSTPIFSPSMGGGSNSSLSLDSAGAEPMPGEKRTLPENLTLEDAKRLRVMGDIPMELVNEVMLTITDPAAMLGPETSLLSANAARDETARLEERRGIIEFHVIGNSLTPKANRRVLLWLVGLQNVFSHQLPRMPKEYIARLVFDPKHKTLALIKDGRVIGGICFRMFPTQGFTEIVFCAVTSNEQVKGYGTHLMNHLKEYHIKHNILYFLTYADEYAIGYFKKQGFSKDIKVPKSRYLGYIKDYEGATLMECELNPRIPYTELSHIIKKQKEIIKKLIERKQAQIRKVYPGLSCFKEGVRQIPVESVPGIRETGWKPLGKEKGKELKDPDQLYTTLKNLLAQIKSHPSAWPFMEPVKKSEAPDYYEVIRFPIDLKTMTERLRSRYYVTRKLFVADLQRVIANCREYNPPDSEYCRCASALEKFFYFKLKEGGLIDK
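Enzyme at 20nM final was mixed with library compounds for 15 min at room temperature. Peptide H3(1-25) at 75uM, acetyl-CoA at 70uM and ThioGlo1 at 50uM were then added. Plates were read immediately and after 20 min (Ex340nm/Em540nm).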
DT40 TDP1 no CPT – qHTS for Inhibitors of human tyrosyl-DNA phosphodiesterase 1 (TDP1): qHTS in cells in absence of CPT; DT40 Tdp1-/- hTDP1 cells, no CPT, ATP luminescence, 48 h; Potency, µM (top dose mostly 46.2 µM), for the others: at the highest dose activity change, negative = growth inhibition, actives largely listed as inhibitors; actives 15% (n = 420,000); further: nearly all actives have a fitted effect of over 55% in size
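Seeded 400 DT40-hTDP1 cells/well (vehicle DMSO, no 20 nM CPT); pinned compounds; ≥48 hr at 37 °C; CellTiter-Glo luminescence as viability measure.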
* marks the source's active call; other numbers are inactive results; u = inconclusive; x = not tested or not shown; [ ] = dose if it differs, or a comment. The call rests on the fitted dose curve; in most records, active means well fitted curve in the direction sought with a large enough effect; inconclusive means small, poorly fitted or top-dose-only effect, or another doubt; inactive means no such curve, though single readings can be large; an effect the other way counts as inactive or inconclusive. On the % scale 0 is the no-effect control and ±100 the full control effect; potency means the concentration at half of the fitted maximal effect.

Values run as follows: DT40 TDP1 no CPT | KAT2A inh | TDP1 cell CPT
- CCC(C)C(NC(=O)C1CCC(C)CC1)C(=O)Nc1ccc(OC)cc1 (centres undefined)
  -21% | -3% | u
- O=C(CCc1nc(-c2cccs2)no1)Nc1cnc2ccccc2c1
  -10% | -7% | 0%
- Cc1cccc(N2CCN(C(=O)CSc3nnnn3C3CC3)CC2)c1C
  u | -9% | u
- CCOc1cccc(/C=N/N=C/c2cccc(OCC)c2O)c1O
  -1% | 2% | -11%
- COc1ccc2c(c1)[nH]c1c(=O)n(CC3CCCO3)cnc12 (centres undefined)
  -4% | -4% | 1%
- COc1ccc(CC(=O)NC2CC(C)(C)NC(C)(C)C2)cc1OC
  1% | 3% | 3%
- CCOC(=O)c1c(C2CC2)csc1NC(=O)CSCc1c(C)noc1C
  -28% | -13% | -26%
- CCC(C(=O)NC1CCCC1)n1c2ccccc2c2nc(=O)cc(C)n21 (centres undefined)
  -20% | x | -9%
- CC(CN1C(C)CCCC1C)OC(=O)c1ccccc1Br (centres undefined)
  1% | u | 12%
- Oc1ccc(C(c2nnnn2C2CCCC2)N2CCc3ccccc3C2)cc1 (centres undefined)
  21µM* | -3% | u
- Cc1ccc(N2C(=O)CC(c3ccccc3F)C3=C2COC3=O)cc1Cl (centres undefined)
  -13% | 0% | 4%
- CC(C)(C)NC(=O)C(c1cccs1)N(Cc1cccs1)C(=O)c1csnn1 (centres undefined)
  1% | 2% | -18%
- Cc1cc(NC(=O)c2cc3n(n2)C(C(F)(F)F)CC(c2ccco2)N3)no1 (centres undefined)
  -12% | -5% | -1%
- COc1ccc(-c2c(C)c3ccc(O)c(CN4CCCC(C)C4)c3oc2=O)cc1OC (centres undefined)
  -23% | -21% | -17%
- CCOc1ccc(NC(=O)c2nn(C)cc2Br)cc1
  -20% | -4% | -24%
- O=C(Nc1ccccc1)Nc1ccc(O)c2ccccc12
  12µM* | x | 1.6µM*
- CCOc1cccc(-c2cc(C(=O)N/N=C/c3ccc(OC)c(CN4CCOCC4)c3)c3ccccc3n2)c1
  16µM* | -14% | 18µM*
- Cc1ccc(-n2ncc3c2CCCC3NC(=O)c2ccccc2N2CCOCC2)cc1C (centres undefined)
  u | u | 16µM*
- CCC1(C)Cc2c(c(=O)n(-c3ccccc3)c3ncnc(N)c23)CO1 (centres undefined)
  -3% | 0% | 3%
- O=C(Nc1cccc([N+](=O)[O-])c1)c1ccc2c(c1)OCCO2
  u | 0% | u

Quoted at random: 5 records from the list
Values run as follows: DT40 TDP1 no CPT | KAT2A inh | TDP1 cell CPT
- Oc1ccc(C(c2nnnn2C2CCCC2)N2CCc3ccccc3C2)cc1 (centres undefined)
  21µM* | -3% | u
- CC(CN1C(C)CCCC1C)OC(=O)c1ccccc1Br (centres undefined)
  1% | u | 12%
- CCC(C)C(NC(=O)C1CCC(C)CC1)C(=O)Nc1ccc(OC)cc1 (centres undefined)
  -21% | -3% | u
- Cc1cc(NC(=O)c2cc3n(n2)C(C(F)(F)F)CC(c2ccco2)N3)no1 (centres undefined)
  -12% | -5% | -1%
- CCOC(=O)c1c(C2CC2)csc1NC(=O)CSCc1c(C)noc1C
  -28% | -13% | -26%

Carrying on.
Values run as follows: DT40 TDP1 no CPT | KAT2A inh | TDP1 cell CPT
- Nc1cc(=O)[nH]c(SCCOc2ccccc2)n1
  -10% | 5% | -4%
- CCOc1ccc(NC(=O)c2nn(C)c3c2CS(=O)(=O)c2ccccc2-3)cc1
  -9% | -2% | 4%
- CC(C)c1c(C(=O)NCCN2CCOCC2)cnn1-c1nccc(-c2cccs2)n1
  u | x | -3%[9.04 µM]
- Cc1cc(-c2ccco2)n(CC(=O)NCc2ccccc2)n1
  -23% | -4% | 10%
- O=C(Cn1cc([N+](=O)[O-])ccc1=O)N1CCc2ccccc2C1
  -23% | -19% | 1%
- COC(=O)c1ccccc1NC(=O)c1noc2c1CSc1ccccc1-2
  19% | -14% | 27%
- Cc1ccc(C(=O)N/N=C/c2ccc(N3CCOCC3)cc2)c(C)c1
  -7% | -5% | 9%
- O=C(CSc1cccc[n+]1[O-])Nc1ccc(Cl)cc1F
  21% | -17% | 0%
- COc1ccc(Cn2ccc3nc(C)c(C(=O)NCc4ccc(F)cc4)cc3c2=O)cc1
  u | -8% | -27%
- CCOC(=O)Cn1cc(/C=N/NC(=O)CC#N)c2ccccc21
  -20% | -7% | 7%
- COc1ccc(NS(=O)(=O)c2ccc(OC)c(NC(=O)CNC(=O)c3ccc(OC)cc3)c2)cc1
  -19% | -7% | -25%
- Cc1sc2nc(CN3CCOCC3)[nH]c(=O)c2c1-c1ccccc1
  -17% | -5% | 7%
- CC(=O)N1CCC(Nc2ccc(C)cc2)CC1
  -3% | -3% | -23%
- O=C(COC(=O)c1cccc(OC(F)F)c1)NCC1CCCO1 (centres undefined)
  25% | 0% | 16%
- Cc1ccc(CNC(=O)Nc2nnc([C@@H]3C[C@H](O)[C@@H](CO)O3)s2)cc1
  -18% | x | -8%
- COc1ccc2c(c1)CCc1c(C(=O)N3CCCCCC3)noc1-2
  -27% | -8% | -8%
- COc1ccc(C2C(C#N)=C(N)Oc3cccc(O)c32)cc1 (centres undefined)
  -1% | -7% | -17%
- Cc1ccc(NC(=S)Nc2cccc3cnccc23)cc1C
  u | 15% | u
- Cc1ccc(N(Cc2cccs2)C(=O)c2ccc(OC(C)C)cc2)cc1
  u | -16% | 21µM*
- Cc1ccc(SCc2cc(=O)[nH]c(SCC(=O)Nc3cc(Cl)ccc3Cl)n2)cc1
  -12% | -12% | 3%
- O=C(OCC(=O)N1CCc2ccccc21)c1c2c(nc3ccccc13)CCCC2
  23µM* | -8% | 16µM*
- COc1ccc(/C=N/NC(=O)CN2CCCc3ccccc32)c(OC)c1
  u | 2% | 8%
- CCOc1cccc(C(=O)Nc2nnc(-c3cccs3)s2)c1
  -18% | 0% | 3%
- CC(OC(=O)CSc1ccc(F)cc1)C(=O)NC1(C#N)CCCCC1 (centres undefined)
  -2% | -12% | -19%
- C=CCN1C(=O)/C(=C\c2ccc(Oc3nc(N4CCOCC4)nc(N4CCOCC4)n3)c(OC)c2)SC1=S
  u | -5% | u
- C/C(N)=C(/C#N)C(=O)CSc1nc2ccccc2c(=O)n1CCCOC(C)C
  23µM* | 0% | u
- COc1ccc(NC(=O)CSc2n[nH]c(=O)n2C2CC2)cc1Cl
  -3% | -2% | 7%
- O=C(NCC1CCCO1)c1cc(S(=O)(=O)Nc2ccc(Br)cc2)ccc1Cl (centres undefined)
  u | -6% | -19%
- Cc1ccc(OCCSc2nc3ccccc3n2CC(=O)O)c(C(C)C)c1
  -14% | 4% | 27%
- Cc1c[n+](C)ccc1CC1C([N+](=O)[O-])=C[N-]c2ncnn21 (centres undefined)
  -13% | -7% | 4%
- COc1cc2oc3ccccc3c2cc1N(CC(=O)N(C)C)S(=O)(=O)c1ccc(C)cc1
  -5% | 0% | -8%
- Cc1c(CN(C)C(=O)/C=C/c2ccc([N+](=O)[O-])cc2)cnn1C
  u | 20% | 23µM*
- CCOc1ccc(CNC(=O)CS(=O)(=O)c2cccc3nsnc23)cc1
  -7% | -20% | -1%
- COc1cc(Cl)cc(C2NC(=O)NC(C)=C2C(=O)NCc2ccccc2)c1O (centres undefined)
  -2% | -4% | 1%
- Cc1cccc(NC(=O)c2ccc(NC(=O)CC3SC(N4CCCC4)=NC3=O)cc2)n1 (centres undefined)
  u | -3% | u
- Cc1c(C(=O)OCCOc2ccccc2)[nH]c2c1C(=O)CCC2
  23µM* | u | 15µM*
- CC1=Nc2cc(C(=O)NC(C)C)ccc2Sc2ccc(C)cc21
  4.1µM* | 3% | 4.6µM*
- COc1ccc(C2Nc3ccccc3C(=O)N2Cc2ccco2)cc1COc1ccc([N+](=O)[O-])cc1 (centres undefined)
  23µM* | -2% | u
- C=CCN1C(=O)c2ccccc2C1(O)Cc1ccccc1 (centres undefined)
  -25% | 30% | 25%
- O=C(c1cc(-c2ccccc2)nc2ccccc12)N1CCc2ccccc2C1
  -30% | -9% | u
- COCCn1cnnc1SCC(=O)Nc1cccc(S(=O)(=O)N(C)c2ccccc2)c1
  -7% | -21% | 6%
- O=C1c2ccccc2C(=O)N1C1(C(=O)NC2(C(=O)O)CCCC2)CCCC1
  -2% | x | -4%
- CC1=CC(=O)CC(C)(C)C1(O)/C=C/C(C)=C/C(=O)O (centres undefined)
  -15%[9.04 µM] | -1% | -2%[9.04 µM]
- Cc1cc(Br)cc(C)c1NC(=O)c1cnc2ccccn2c1=O
  u | -2% | -25%
- CC(C)C[C@H](NC(=O)OC(C)(C)C)c1nnc(SCC(=O)Nc2ccc(Br)cc2)o1
  u | -18% | u
- CCCS(=O)(=O)NC(=O)C1(C)CCCN(C(=O)c2ccncc2)C1 (centres undefined)
  -1% | x | -12%
- Cc1cccc(CSCCNC(=O)CN(c2ccccc2)S(=O)(=O)N(C)C)c1
  21µM* | 3% | u
- OC(c1cccnc1)c1nc(-c2ccc3c(c2)OCO3)cs1 (centres undefined)
  u | x | u
- Cc1ccc(C)c(S(=O)(=O)N2CCN(C(=O)CSc3ccccc3F)CC2)c1
  u | -29% | -29%
- CSc1nc(-c2ccccc2)nc(N2CCOCC2)c1C(C)=O
  -1% | -5% | -28%
- CCOc1ccc(CNC(=O)CCn2c(=O)oc3ccccc32)cc1OC
  -2% | -1% | -2%
- CC(CN1CCN(C)CC1)OC(=O)c1ccccc1 (centres undefined)
  -7% | 20% | -8%
- Cc1cc2cc(CNC(=O)Nc3ccccc3)ccc2n1C
  1% | -7% | -4%
- CC1(C)N=C(c2ccc(F)cc2)C(=O)N1CC(=O)Nc1ccccc1Cl
  16µM* | -5% | u
- C[C@@]12CCC=C[C@H]1[C@H](c1ccc3ccccc3c1Br)N(Cc1ccccc1)C2=O
  18µM* | -3% | u
- CCN(CC)c1ccc(CNc2ccc3c(c2)ncn3CC)cc1
  -26% | -8% | u
- CCn1c(SCc2ccccc2)nc2c(c1=O)SCC2
  -23% | -1% | -21%
- CC(C)Cn1c(N)c(C(=O)COC(=O)c2cc(-c3ccccc3)nc3ccccc23)c(=O)n(C)c1=O
  16µM* | -4% | 21µM*
- CC(C)[C@H](NC(=O)C1CCC(CNC(=O)[C@@H]2CCCN2C(=O)OC(C)(C)C)CC1)C(=O)O (some centres undefined)
  4% | -1% | 23%
- CCC(C)NCCOCCOc1ccccc1-c1ccccc1 (centres undefined)
  u | -11% | u

Part of the list above in order of length of the SMILES, highest first.
Values run as follows: DT40 TDP1 no CPT | KAT2A inh | TDP1 cell CPT
- C[C@@]12CCC=C[C@H]1[C@H](c1ccc3ccccc3c1Br)N(Cc1ccccc1)C2=O
  18µM* | -3% | u
- OC(c1cccnc1)c1nc(-c2ccc3c(c2)OCO3)cs1 (centres undefined)
  u | x | u
- CCN(CC)c1ccc(CNc2ccc3c(c2)ncn3CC)cc1
  -26% | -8% | u
- CC(CN1CCN(C)CC1)OC(=O)c1ccccc1 (centres undefined)
  -7% | 20% | -8%

(cont.)
Values run as follows: DT40 TDP1 no CPT | KAT2A inh | TDP1 cell CPT
- Cc1nnc(-c2cnn(C)c2N)n1Cc1ccccc1F
  -1% | -5% | 0%
- CCC(Cc1ccccc1)NC(=O)C1CCN(S(=O)(=O)c2ccc3c(c2)CC(C)N3C(C)=O)CC1 (centres undefined)
  -28% | -3% | -27%
- CC1(C)CC2CC(C)(CN2C(=S)Nc2ccccc2F)C1 (centres undefined)
  13µM* | -11% | 21µM*
- Cc1c(NC(=O)c2cc(S(=O)(=O)N3CCCCC3)ccc2Cl)c(=O)n(-c2ccccc2)n1C
  -14% | 1% | -22%
- COc1ccc(-c2cc(C(=O)Oc3ccc(C)cc3)c3ccccc3n2)cc1
  u | -6% | u
- N#Cc1ccccc1NC(=O)COC(=O)C1CCN(C(=O)c2ccc(Cl)cc2)CC1
  4% | 2% | 0%
- CCCCC[C@@H](C)N1C[C@H](COCc2ccccc2)Oc2cc(N3CCC[C@H]3CO)ccc2S1(=O)=O
  16µM* | x | 9.2µM*
- O=C(NC(=S)Nc1ccc(N2CCN(C(=O)c3ccccc3)CC2)cc1)c1cccs1
  26µM* | -6% | u
- CCOc1ccc(C2C(C(=O)c3ccc(C)o3)=C(O)C(=O)N2Cc2cccnc2)cc1 (centres undefined)
  -29% | -25% | u
- O=C(Nc1ccc(NC(=O)c2ccccc2)nc1)c1ccncc1
  u | 0% | u
- COC/C=C/C1=CC2=CC(=O)C(C)(OC(=O)c3cnc4ccccc4n3)C(=O)C2=CN1c1ccccc1 (centres undefined)
  16µM* | -13% | u

These rows are one share of the data; rates above refer to the full screens.
